# Bioassay records deposited in PubChem by National Center for Advancing Translational Sciences (NCATS).
# Lipid storage S3 = qHTS Assay for Lipid Storage Modulators in Drosophila S3 Cells. Drosophila S3 cells, BODIPY lipid droplet fluorescence, 18-24 h; cells fed with added oleic acid. lipid storage change, negative = inhibition, % at the top dose, mostly 46.1 µM; hits show Potency in µM. 320,000 compounds, 0.64% hits; active = well fitted inhibition curve with a large enough effect in the signal ratio, with a control signal flat, not every such curve was filed as active; inconclusive = small, poorly fitted or top-dose-only effect, or effect the other way, or a change in a side signal; the % refers to the signal ratio
#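 Drosophila S3 cells loaded with oleic acid (400 uM, as added) and compounds at several concentrations; lipid droplets imaged by 488-nm laser-scanning cytometry, 500–530 nm intensity and object ratio to cell channel. Percent activity normalized to 20 uM Triacsin C.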
# Lipid storage S3 cell count max = recorded beside Lipid storage S3, whose call it bears; cell number change, %; measured here: cell count max response;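 cells counted by Cell Tracker Red CMTPX staining in the red channel; peak over a dose series mostly up to 46.1 µM; percent activity relative to internal control wells on each plate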
# * marks the source's active call; other numbers are inactive results; i = inactive; ? = inconclusive; . = no result given; [ ] = remark or other dose. % is set by controls: 0 for no effect and ±100 for the full control effect; potency is the fitted concentration of half-maximal effect. Not all compounds are listed; the hit share may differ from the screen's.
# Sequence of screens: Lipid storage S3 cell count max | Lipid storage S3
> Cc1c(NC(=O)C(C)OC(=O)c2cccs2)c(=O)n(-c2ccccc2)n1C (stereo unspecified)
    . | ?
> CC(Oc1ccc2ccc(=O)oc2c1)C(=O)NC1CC(C)(C)NC(C)(C)C1 (stereo unspecified)
    12 | i
> CCOC(=O)CN1C(=O)C(C)(C)Oc2ccc(C(=O)Nc3ccccc3)cc21
    -3 | 19%
> CC1=CCC2C(=O)N(c3ccc(Br)cc3C)C(=O)C2C1 (stereo unspecified)
    . | ?
> CC(C)=N/N=c1\scc(C)n1Cc1ccco1
    . | ?
> CC1CCC2(CC1)NC(=O)N(CC(=O)Nc1ccc3c(c1)OCCCO3)C2=O (stereo unspecified)
    . | ?
> Cc1cccc(CN(CC(=O)N/N=C/c2cccs2)S(=O)(=O)c2ccc(Cl)cc2)c1
    14 | -13%
> c1ccc(Nc2nc(NCC3CCCO3)c3ccccc3n2)cc1 (stereo unspecified)
    . | ?
> O=C(NCCc1cccc(C(F)(F)F)c1)C1CCC(=O)N(C2CC2)C1 (stereo unspecified)
    . | ?
> CCCCCCC1(C)NC(=S)N(c2ccccc2)N1 (stereo unspecified)
    1 | -2%
> O=C(CSc1ccc(-c2ccco2)nn1)NCCc1ccccc1
    1 | 3%
> COc1cc(OC)c(-c2nn3c(C4CCCCC4)nnc3s2)cc1OC
    . | ?
> COc1cccc(C(=O)Oc2cc3c4c(c2)C(C)=CC(C)(C)N4C(=O)C3=O)c1
    . | ?
> Cc1ccccc1NC(=S)N/N=C/C(C)c1ccccc1 (stereo unspecified)
    . | ?
> Cn1c(CNC(=O)c2ccccc2F)nnc1SCc1ccc(F)cc1
    . | -3%
> O=C(O)/C(=C\c1cccc(F)c1)c1ccc(S(=O)(=O)N2CCCCC2)s1
    20 | -2%
> COCCn1c(SCCCC(=O)c2ccc(Br)cc2)nnc1-c1ccncc1
    . | ?
> CCCN(CCC)CCCn1c(=O)[nH]c2ccccc21
    . | ?
> O=C(/C=C/c1ccccc1[N+](=O)[O-])NC1CCCC1
    . | ?
> CC(C)(C#CC(O)(c1ccccc1)c1ccccc1)N1CCCCC1
    . | ?

# (listing goes on)
# Sequence of screens: Lipid storage S3 cell count max | Lipid storage S3
> Cc1ccc(N(C=NC#N)CC(=O)N2CCN(c3ccccc3)CC2)cc1
    -12 | i
> Cc1ccc(C(=O)C(OC(=O)CN2C(=O)c3ccccc3C2=O)c2ccccc2)cc1C (stereo unspecified)
    -10 | 19%
> CCN(Cc1ccccc1)C(=O)CSc1nc(C)cc(=O)[nH]1
    -8 | 8%
> CCN1CCN(C(=O)CN(c2ccccc2C)S(C)(=O)=O)CC1
    . | ?
> O=C(NC1CCCc2ccccc21)c1cc(S(=O)(=O)N2CCOCC2)ccc1F (stereo unspecified)
    . | ?
> CCc1cccc(C)c1NC(=S)NCC(c1cccnc1)N(C)C (stereo unspecified)
    6 | 6%
> CSc1ccc(S(=O)(=O)NCc2ccc(Cl)cc2Cl)cc1
    . | ?
> Nc1nc(SCC(=O)Nc2ccc(S(N)(=O)=O)cc2)n[nH]1
    9 | 14%
> CCc1nnc(SCC(=O)Nc2ccccc2)n1CC1CCCO1 (stereo unspecified)
    . | ?
> Cc1cccc(C2=NNC(=O)C(c3ccc(Cl)cc3)C2)c1 (stereo unspecified)
    12 | 15%
> O=C(Nc1cc(=O)[nH]c(=O)[nH]1)c1cccc(Br)c1
    . | ?
> O=C(NCc1n[nH]c(=O)c2ccccc12)C1CC(=O)N(c2ccccc2)C1 (stereo unspecified)
    . | ?
> O=C(COC(=O)c1ccc(O)cc1O)NC1CCS(=O)(=O)C1 (stereo unspecified)
    . | ?
> O=C(Cc1c[nH]c2ccccc12)N1CCN(S(=O)(=O)c2ccc(Cl)cc2)CC1
    . | ?
> CCOC(=O)c1c(C)[nH]c(C)c1S(=O)(=O)N(C)CC(=O)N1CCN(c2ccc(OC)cc2)CC1
    . | ?
> CCc1nc(Nc2cccc(OC)c2)c2oc3ccccc3c2n1
    5 | i
> Cc1cc(C)nc(N(C#N)Cc2ccccc2C)n1
    . | ?
> COc1ccc(NC(=O)c2sc3nc(N4CCCC4)c4c(c3c2N)CC(C)(C)OC4)cc1
    . | ?
> CCOc1ccc(C(=O)OCC(=O)N2CCOCC2)cc1OCC
    -25 | i
> COc1ccc(OC)c(C2CC(=O)c3c([nH]c(C(=O)OC(C)C)c3C)C2)c1 (stereo unspecified)
    3 | -12%

# Additional compounds.
# Sequence of screens: Lipid storage S3 cell count max | Lipid storage S3
> Cc1ccc(CCN2CC(C(=O)N3CCN(c4ccc(F)cc4)CC3)CC2=O)cc1 (stereo unspecified)
    10 | 27%
> COc1ccc(OCCSCc2nnc(NC(=O)Nc3ccc(Cl)cc3)s2)cc1
    . | ?
> CN(C)C(=O)/C(C#N)=C\c1cc(Br)c(Sc2ccc(Cl)cc2)o1
    -6 | 15%
> Fc1ccc(Cn2nnnc2C(c2ccc(Cl)cc2)N2CCSCC2)cc1 (stereo unspecified)
    . | ?
> CCCOC(=O)C1=C(C)NC2=C(C(=O)C(C(=O)OC)C(C)C2)C1c1ccc(N(CC)CC)cc1 (stereo unspecified)
    . | ?
> COc1cc(OC)cc(-c2c(C#Cc3ccsc3)c3cc(-c4cccc5[nH]ccc45)ccc3n2C)c1
    . | ?
> O=C(CCn1nc(-c2ccccc2)ccc1=O)N1CCN(c2ccccc2)CC1
    . | -11%
> Cc1ccc(C(N)=Nc2ccccc2)cc1
    7 | 5%
> CCn1c(C2CC(=O)N(c3cc(C)cc(C)c3)C2)nc2ccccc21 (stereo unspecified)
    . | i
> Cc1ccc(O)c(N=Cc2sc3ccccc3c2Cl)c1
    . | ?
> CC(C)CCN(C(=O)C1CCCC1)c1c(N)n(Cc2ccccc2)c(=O)[nH]c1=O
    . | ?
> O=C(O)c1ccc(NC(=O)c2ccc(COc3ccc(Cl)cc3)o2)cc1
    -4 | i
> Cc1c(C(=O)NCc2ccc(F)cc2)c(-c2ccccc2)nn1-c1ccccc1
    . | i
> COc1ccc(C)cc1NC(=O)COC(=O)c1ccccc1SCC(=O)N1CCCC1
    . | ?
> NC(=S)N=Nc1c(O)n(CCCl)c2ccc(Br)cc12
    . | ?
> Cc1ccc(NC(=O)CCNC(=O)c2ccco2)cc1F
    . | ?
> COc1cccc(NC(=S)C(C#N)=C2N(C)c3ccccc3N2C)c1
    5 | -3%
> Cc1cc(C)c(C#N)c(SCC(=O)c2ccc(Cl)cc2Cl)n1
    . | ?
> O=C(Nc1ccc(Cl)cc1)/C(=C/c1cccc(O)c1)c1nc2ccccc2s1
    . | ?
> COCCNCCCCOc1ccc(Br)cc1C
    . | 3%

# Additional results.
# Sequence of screens: Lipid storage S3 cell count max | Lipid storage S3
> N#CC1=C(N)Oc2cc(O)ccc2C1c1cccs1 (stereo unspecified)
    -6 | -1%[9.22 µM]
> CC(C)CCNC(=O)CSc1nc2ccsc2c(=O)n1NC(=O)c1ccccc1
    . | ?
> NC(=O)NC(=O)c1nccnc1C(=O)O
    -12 | -13%
> Cc1ccc(-c2nn(-c3ccccc3)cc2CO)cc1
    . | ?
> O=C(COC(=O)c1cccs1)Nc1ccccc1
    -15 | 15%
> Cc1cc(C)cc(OCc2nnc(SCC(=O)N3CCCCC3)o2)c1
    2 | i
> COc1ccc(CN(C)CC2CCCN(CCc3ccccc3C)C2)cc1O (stereo unspecified)
    1 | 16%
> Cc1nnc(NC(=O)CSc2nnc(Cc3ccccc3)n2Cc2ccccc2)s1
    . | ?
> COC(=O)C1=C(C)N=C2SC(C#N)=C(N)N2C1c1cc(OC)c(OC)c(OC)c1 (stereo unspecified)
    3 | -8%
> CCOc1ccc(C(=O)CSc2nnc(C3CC3)n2C)cc1
    2 | 1%
> O=C(OCc1cn(-c2ccc(Cl)c(Cl)c2)nn1)c1ccccc1Cl
    . | ?
> COCCOC(=O)C1=C(C)NC(=O)CC1c1cc2c(cc1Br)OCO2 (stereo unspecified)
    . | ?
> C=CCNC(=O)C1CC2Cn3c(nc4cc(C)c(C)cc43)C2N1C (stereo unspecified)
    12 | 4%
> COc1ccc(-n2c(CCC(=O)O)ccc2-c2ccccc2)cc1
    1 | 24%
> COc1ccc(NC(=O)/C(C#N)=C\c2ccc(Br)o2)cc1
    8 | 6%
> O=c1[nH]nc(Cc2ccc([N+](=O)[O-])cc2)c2ccccc12
    9 | 10%
> Cc1ccc(-c2cnc(NC(=O)c3cccc(Br)c3)s2)c(C)c1
    -2 | 8%
> O=C(CSc1nc(=O)n(CCCN2CCOCC2)c2c1CCCC2)Nc1ccccc1Cl
    . | i
> Cc1cc(NCc2ccccn2)ccc1Br
    -21 | 14%
> Cc1ccc(C(=O)NS(=O)(=O)c2ccc(N=NN(C)C)cc2)cc1
    15 | 0%

# Next section.
# Sequence of screens: Lipid storage S3 cell count max | Lipid storage S3
> O=C1CCC(=O)N1c1ccc(NCCc2ccccc2F)c([N+](=O)[O-])c1
    -11 | -11%
> Cc1ccccc1NN1C(=O)C=CC1=O
    . | ?
> CC1(C)Oc2ccc3ccc(=O)oc3c2/C(=C/Nc2ccccc2)C1=O
    . | ?
> O=C(CCCOc1ccccc1)N1CCCCC1
    . | ?
> CN(C)S(=O)(=O)c1ccc(C(=O)Nc2nc(-c3cccs3)cs2)cc1
    . | ?
> CC1=Nn2c(nnc2-c2cc(C)[nH]n2)SC1
    . | ?
> O=C(CCC(=O)OCC(=O)c1ccccc1)Nc1cccc2cccnc12
    -18 | -14%
> COc1cc(NC(=O)CN2C(=O)NC(C)(c3ccc(OC(F)F)cc3)C2=O)cc(OC)c1OC (stereo unspecified)
    . | ?
> CCOC(=O)CNC(=O)COc1coc(CN2CCN(c3ccc(F)cc3)CC2)cc1=O
    10 | i
> COC(=O)CCn1nnc(-c2ccc(C)cc2)n1
    -30 | -22%
> Cc1ccc(N(CCC(=O)N2CCOCC2)S(=O)(=O)c2ccccc2)cc1
    20 | 1%
> Cc1nn(CC(=O)Nc2ccccn2)c(C)c1Br
    4 | i
> CCOc1cc(/C=N/NC(=O)c2cccc([N+](=O)[O-])c2)ccc1OS(=O)(=O)c1ccccc1
    . | ?
> CN(C(=O)CSc1ccc(S(=O)(=O)N2CCCCC2)cn1)c1ccccc1
    . | ?
> COc1ccc(-c2sc(Nc3ccc(F)c(F)c3F)nc2CCC(=O)NN)cc1
    . | ?
> OCCN=c1cc(-c2ccccc2)oc2ccc(Cl)cc12
    . | ?
> O=C1NC(=Nc2ccccc2)S/C1=C\c1cccs1
    . | 9%
> CCN(CC(=O)Nc1ccc(NC(C)=O)cc1)C(=O)c1ccc(=O)n(C)n1
    1 | -1%
> CC(C)(C)c1cc(Cl)ccc1OCCn1ccnc1
    . | ?
> CCc1cc2cc(C)cc(C)c2nc1SCC(=O)NNC(=O)c1ccco1
    23 | 4%

# (continued)
# Sequence of screens: Lipid storage S3 cell count max | Lipid storage S3
> O=C(Nc1ccc2c(c1)OCCO2)c1cnccn1
    . | ?
> CCCC(=O)Nc1ccc(NC(=O)c2ccccc2OC)cn1
    5 | -22%
> CC(C)(C)NC(=O)NC(=O)CN1CCN(c2cccc(Cl)c2)CC1
    3 | 8%
> CCCC(C)NC(=O)COC(=O)c1cc(Br)c(Br)s1 (stereo unspecified)
    2 | -14%
> CC(=O)N1c2ccc(S(=O)(=O)N3CCC(C(=O)Nc4cccc(C)c4C)CC3)cc2CC1C (stereo unspecified)
    -16 | i
> O=C(COc1ncnc2ccccc12)N1CCN(S(=O)(=O)c2ccc(Cl)cc2)CC1
    -20 | 12%
> CC(C)SC1=NC(C)(C)C=C(/C=C/c2ccc(Cl)cc2Cl)N1
    . | ?
> CCCCCC1C/C(=N\O)C=C(C)C1C(=O)OC (stereo unspecified)
    -15 | -10%
> COc1ccc(/C=C2\SC(=S)N(CCC(=O)N3CCOCC3)C2=O)cc1
    4 | -20%
> COCCn1c(SCC(=O)c2cc(C)n(C)c2C)nc2ccccc2c1=O
    . | ?
> Cc1ccc(S(=O)(=O)NC(=O)c2ccccc2)cc1C(C)C
    -9 | 6%
> COc1ccc(CN(Cc2ccc(C(=O)O)cc2)C(=S)Nc2ccccc2F)cc1OC
    4 | -3%
> CC(=O)N1CCc2cc(NS(=O)(=O)c3cccs3)ccc21
    -26 | 7%
> O=C(COc1cccnc1[N+](=O)[O-])N1CCN(S(=O)(=O)c2ccc3ccccc3c2)CC1
    2 | 3%
> O=C(Nc1cccs1)Nc1ccc(Br)cc1F
    . | ?
> Nc1[nH][nH]c(=O)c1N=Nc1cccc(Cl)c1
    1 | 27%
> CN(Cc1ccc(-n2cccn2)cc1)C(=O)c1cnn2c1NC(c1ccco1)CC2C(F)(F)F (stereo unspecified)
    . | ?
> CCCc1nc2oc3ccccc3c(=O)c2c(=O)n1CCCOC
    16 | -3%
> CCOC(=O)C1CCN(Cc2cccc(Oc3ccccc3)c2)CC1
    . | ?
> CCOC(=O)C1CCCN(C(=O)c2cc3ncc(Br)cn3n2)C1 (stereo unspecified)
    6 | i

# Profiles, looked up by structure. Screens in order: Lipid storage S3 cell count max | Lipid storage S3
# `COc1ccc(CN(Cc2ccc(C(=O)O)cc2)C(=S)Nc2ccccc2F)cc1OC` is entered as 4 | -3%
# `CC(C)(C)NC(=O)NC(=O)CN1CCN(c2cccc(Cl)c2)CC1` is entered as 3 | 8%
# `COc1ccc(/C=C2\SC(=S)N(CCC(=O)N3CCOCC3)C2=O)cc1` is entered as 4 | -20%
# `CC(=O)N1c2ccc(S(=O)(=O)N3CCC(C(=O)Nc4cccc(C)c4C)CC3)cc2CC1C` (stereo unspecified) is entered as -16 | i
# `CC(=O)N1CCc2cc(NS(=O)(=O)c3cccs3)ccc21` is entered as -26 | 7%
